Screening results deposited in PubChem BioAssay by Broad Institute.
PGC1a acetyl inh – lowers PGC1a acetylation signal in U2OS cells | inhibition, % at 15.6 µM | AlphaScreen anti-acetyl-lysine; with virally co-expressed GCN5 acetyltransferase | 350,000 tested, 0.17% active;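 active = every replicate shows inhibition of at least 40%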;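 note: 0% = neutral control wells and 100% = positive control wells; some results beyond the cut were filed as inactive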
EWS-Fli inh – blocks EWS/Fli oncoprotein-driven transcription. A673 NR0B1-luciferase reporter, viability-normalised. inhibition, % at 12.6 µM. 350,000 tested, 0.67% active. AID 651661;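 active = mean inhibition of at least 50% after viability correction, with every replicate also passing that limit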;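 note: firefly luciferase signal divided by Alamar Blue viability fluorescence both relative to DMSO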
PAX8 reporter – lowers PAX8-driven luciferase in RMG-I cells; 360,000 tested, 1.2% active; RMG-I TPO-luciferase reporter, SteadyGlo, 24 h; inhibition, % at 12.6 µM; AID 652154;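 active = mean replicate inhibition at least 60% with every replicate also reaching 60%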;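 note: luciferase light reporting Pax8 driven TPO promoter activity; plate controls were median of neutral control wells for no effect and mitoxantrone controls for full effect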
FN deposition inh – fibronectin deposition inhibition; AH1F fibroblasts, Alexa488-fibronectin deposition fluorescence, overnight; inhibition, % at 12.6 µM; 350,000 tested, 0.086% active; AID 743247;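 active = mean inhibition across replicates of 30% or more, regardless of how many single replicates reach that level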;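 note: positive control wells lacked labelled fibronectin entirely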
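Schedule: 1 h cell adhesion before compound, then overnight fibronectin incubation; test system: AH1F fibroblast monolayer depositing Alexa488-labelled fibronectin into matrix; quantity: 10000 AH1F cells per well; probe or stimulus: fluorescent fibronectin at 24 nM final; signal: fluorescence, ex 485 nm, em 525 nm; evaluation: percent inhibition as loss of matrix-bound fibronectin fluorescence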
Cneo AK release – Cryptococcus neoformans lysis via adenylate kinase release | 360,000 tested, 0.2% active | C. neoformans lysis, adenylate kinase release luminescence, 4 h; normalised: neutral wells 0, clomiphene wells 100 | lysis activity, % at 15 µM;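 active = mean lysis activity across replicates of at least 80%, whatever share of replicates individually reach that level; inactive = mean lysis activity below 80%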
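Assay system: log-phase C. neoformans yeast / Quantity: yeast cell density of 5 × 10^6 cells/mL / Medium: fresh YPD growth medium / Compound: single dose / Timing: static 4 h at 37 °C with compound, 1 h detection / Measured by: adenylate kinase release luminescence / Read-out: lysis from increased AK signal / Benchmarks: Clomiphene as positive lysis control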
miR122 inh – inhibitors of miR-122 in Huh7 cells; Huh7 miR-122 Renilla luciferase sensor, 48 h; neutral wells = 0, positive control = 100; activation (reporter increase), % at 12.5 µM; 340,000 tested, 0.3% active;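 active = mean replicate activation score at least 90 and every replicate individually at or above 90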;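 note: higher luciferase means less miR-122 activity so hits act as miR-122 inhibitors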
LGR2 antag – inhibitors of bursicon-induced Drosophila LGR2 receptor cAMP signaling; HEK293 LGR2, CRE-luciferase, bursicon-stimulated, 4 h; inhibition, % at 9.99 µM; 380,000 tested, 0.35% active;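 active = drop in luminescence signal, shown as inhibition above about 50% in the replicate tests, limit read from the data, passing the limit was not always enough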;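 note: agonist challenge used bursicon conditioned medium at about half maximal strength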
Casp6 inh – blocks human caspase-6 cleavage activity; P55212; 350,000 tested, 0.53% active; inhibition, % at 12.5 µM; purified caspase-6, Z-VEID-R110 cleavage fluorescence; AID 686996;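 active = mean inhibition across replicates at least about 35%, with every replicate also reaching that limit, limit read from the data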;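 note: 0% = median of neutral control wells and 100% = no fluorescence left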
Target sequence (P55212 24-179 limits assumed): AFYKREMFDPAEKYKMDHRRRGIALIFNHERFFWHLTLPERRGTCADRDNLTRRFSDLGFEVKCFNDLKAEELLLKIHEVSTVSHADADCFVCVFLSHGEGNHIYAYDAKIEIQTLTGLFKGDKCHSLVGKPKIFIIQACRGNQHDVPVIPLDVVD
Target sequence (P55212 194-293 limits assumed): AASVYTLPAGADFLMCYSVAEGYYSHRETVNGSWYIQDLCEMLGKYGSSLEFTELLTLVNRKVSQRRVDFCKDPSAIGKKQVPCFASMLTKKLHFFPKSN
An asterisk follows results filed as active; . = not tested or not shown; [ ] = dose if it differs, or a comment.

The opening 2 entries, ahead of the listing:
Field names: A = PGC1a acetyl inh; B = EWS-Fli inh; C = PAX8 reporter; D = FN deposition inh; E = Cneo AK release; F = miR122 inh; G = LGR2 antag; H = Casp6 inh
canonical_smiles: CCN(C(=O)COC(=O)c1ccco1)c1cccc2ccccc12
  A: 1; B: 3; C: 6; D: 6; E: 1; F: -4; G: -1; H: 1

canonical_smiles: COc1cccc(/C(C)=N/Nc2ccc(S(=O)(=O)N3CCCCC3)cn2)c1
  A: -8; B: 2; C: -3; D: 13; E: -2; F: -13; G: 4; H: 0

This part in full (from the top)
Field names: A = PGC1a acetyl inh; B = EWS-Fli inh; C = PAX8 reporter; D = FN deposition inh; E = Cneo AK release; F = miR122 inh; G = LGR2 antag; H = Casp6 inh
canonical_smiles: CCN(C(=O)COC(=O)c1ccco1)c1cccc2ccccc12
  A: 1; B: 3; C: 6; D: 6; E: 1; F: -4; G: -1; H: 1

canonical_smiles: COc1cccc(/C(C)=N/Nc2ccc(S(=O)(=O)N3CCCCC3)cn2)c1
  A: -8; B: 2; C: -3; D: 13; E: -2; F: -13; G: 4; H: 0

canonical_smiles: O=C(O)c1cccc(NC(=O)c2ccc3c(c2)C(=O)N(CC2CCCO2)C3=O)c1 (configuration not stated)
  A: -3; B: .; C: .; D: 3; E: -8; F: -6; G: .; H: .

canonical_smiles: COC(=O)C[C@H]1C[C@H]2c3cc(NC(=O)NC4CCCCC4)ccc3O[C@H]2[C@H](CO)O1
  A: 2; B: -8; C: -14; D: .; E: -4; F: 2[16.7 µM]; G: -10; H: -3

canonical_smiles: O=C(NC(=S)Nc1ccccn1)c1cccc([N+](=O)[O-])c1
  A: 3; B: -67; C: -255; D: 12; E: -2; F: -1; G: -64; H: 1

canonical_smiles: CN1CCCc2nc(-c3ccccc3)ccc21
  A: .; B: -74; C: -145; D: 4; E: .; F: .; G: -82; H: -3

Three structures out of the list, arranged by count of non-hydrogen atoms, ascending:
Field names: A = PGC1a acetyl inh; B = EWS-Fli inh; C = PAX8 reporter; D = FN deposition inh; E = Cneo AK release; F = miR122 inh; G = LGR2 antag; H = Casp6 inh
canonical_smiles: CN1CCCc2nc(-c3ccccc3)ccc21
  A: .; B: -74; C: -145; D: 4; E: .; F: .; G: -82; H: -3

canonical_smiles: CCN(C(=O)COC(=O)c1ccco1)c1cccc2ccccc12
  A: 1; B: 3; C: 6; D: 6; E: 1; F: -4; G: -1; H: 1

canonical_smiles: COc1cccc(/C(C)=N/Nc2ccc(S(=O)(=O)N3CCCCC3)cn2)c1
  A: -8; B: 2; C: -3; D: 13; E: -2; F: -13; G: 4; H: 0
